Compound activity as filed in PubChem BioAssay.
CHT block: inhibitors of human choline transporter CHT. High affinity choline transporter 1 (Homo sapiens), Q9GZV3. CHT-expressing cells, membrane potential dye, choline response; hits give low values. B-score at 10 µM. 0.86% of 310,000 active. AID 488975, 2010;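 active = B-score over 3 SD under the library average, and starting fluorescence ratio not unusually high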;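 note: choline stimulus applied at its EC90 after an EC20 pre-addition; B-score computed on integrated fluorescence ratio after choline addition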
Target sequence (Q9GZV3 whole entry, looked up): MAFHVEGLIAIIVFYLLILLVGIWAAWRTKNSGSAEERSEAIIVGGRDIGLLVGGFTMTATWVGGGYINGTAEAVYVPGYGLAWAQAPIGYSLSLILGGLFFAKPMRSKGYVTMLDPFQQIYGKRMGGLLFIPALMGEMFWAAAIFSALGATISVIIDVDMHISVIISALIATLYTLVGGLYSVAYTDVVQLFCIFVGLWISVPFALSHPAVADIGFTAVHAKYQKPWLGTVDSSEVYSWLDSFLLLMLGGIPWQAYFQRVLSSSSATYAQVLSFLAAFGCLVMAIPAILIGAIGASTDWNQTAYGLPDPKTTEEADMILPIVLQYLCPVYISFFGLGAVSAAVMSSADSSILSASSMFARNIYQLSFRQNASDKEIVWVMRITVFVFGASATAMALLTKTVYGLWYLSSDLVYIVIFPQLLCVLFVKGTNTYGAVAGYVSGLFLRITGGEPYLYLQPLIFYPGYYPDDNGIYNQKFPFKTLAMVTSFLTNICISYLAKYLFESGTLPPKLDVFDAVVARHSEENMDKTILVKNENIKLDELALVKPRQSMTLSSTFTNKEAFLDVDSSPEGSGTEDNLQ
CHT allo act: CHT positive allosteric modulators, primary screen, cell-based, membrane potential dye, choline EC20; High affinity choline transporter 1 (Homo sapiens), Q9GZV3; CHT-expressing cells; hits give high values; LV-AA mutant CHT in HEK293 cells; B-score at 10 µM; 0.49% of 310,000 active; AID 488977, 2010;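 active = initial fluorescence not abnormally high and integrated response B-score, plate-corrected, over 3 SD above library mean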
* = called active by the depositor; i = inactive. An unsorted share of the library; about 1.4% have a hit in one of these screens.

Compound,CHT block,CHT allo act
COc1ccc(-c2csc(-c3ccc(O)cc3)n2)cc1,i,i
CC1CCN(C(=O)CNC(=O)CNC(=O)Cc2ccccc2)CC1,i,i
CC1CCN(S(=O)(=O)c2ccc3c(c2)oc(=O)n3C)CC1,i,i
Cc1cc(C)n(C(C)CC(=O)N2CCc3ccccc32)n1 (stereo not given),i,i
O=[N+]([O-])c1cc(/C=N/N/C(=N/c2ccccn2)c2ccccn2)ccc1O,i,i
COc1ccc(OCCCC(=O)Nc2nc(-c3ccccn3)cs2)cc1,i,i
COC(=O)c1ccc([C@H]2CC(=O)O2)cc1,i,i
Cc1nc(-c2ccc(C(=O)Nc3ccc(F)cc3)cc2)cs1,i,i
Cc1ccc(-c2nnc(SCC(=O)NCC3CCCO3)n2C)cc1 (stereo not given),i,i
CC(=O)Nc1ccc(NC(=O)C(C)OC(=O)C2CC(=O)N(CCc3ccccc3)C2)cc1 (stereo not given),i,i
N#C/C(=C\c1cn(Cc2cccc(F)c2)c2ccccc12)C(=O)NCc1ccco1,i,i
CCOc1cccc(C(=O)Nc2cccc(NC(=O)c3ccco3)c2)c1,i,i
CCCC(C)C(=O)Nc1ccc(S(=O)(=O)N2CCCC2)cc1 (stereo not given),i,i
COc1ccc(C2NC(=S)NC3=C2CCCC3=C2SCCS2)cc1 (stereo not given),i,i
CCCCn1c(SCC(=O)Nc2cc(C)[nH]n2)nc2ccsc2c1=O,i,i
O=C(c1cc(Cl)ccc1OCc1ccccc1)N1CCOCC1,i,i

Reformatted: three of the compounds above.
> N#C/C(=C\c1cn(Cc2cccc(F)c2)c2ccccc12)C(=O)NCc1ccco1
  CHT block = i
  CHT allo act = i
> CCOc1cccc(C(=O)Nc2cccc(NC(=O)c3ccco3)c2)c1
  CHT block = i
  CHT allo act = i
> CCCC(C)C(=O)Nc1ccc(S(=O)(=O)N2CCCC2)cc1 (stereo not given)
  CHT block = i
  CHT allo act = i

(next part)
Compound,CHT block,CHT allo act
Cc1nc(CN(C)C(=O)C2CCC(=O)N(CCc3cccc(F)c3)C2)cs1 (stereo not given),i,i
CN(C)c1ccc(C(C(=O)NC2CCCC2)N(Cc2cccnc2)C(=O)c2snc(C(N)=O)c2N)cc1 (stereo not given),i,i
Cc1cc(C)nc(NS(=O)(=O)c2ccc(N/C=C\C(=O)c3cccs3)cc2)n1,i,i
O=C1CCN(Cc2cccnc2)CCN1[C@H](CO)c1ccccc1,i,i
CC1CN(c2ccc(S(=O)(=O)N3CCOCC3)cn2)CC(C)O1 (stereo not given),i,i
Cc1ccc(S(=O)(=O)Oc2ccccc2N2C(=O)C3C4CCC(C4)C3C2=O)cc1 (stereo not given),i,i
CC1=C(C(N)=O)C(c2ccc(Cl)cc2)NC(=O)N1 (stereo not given),i,i
CCCCNC(=O)c1cn(-c2ccc(OCC)cc2)c(=O)c2cc(OC)c(OC)cc12,i,i
CCCc1nnc(SCC(=O)O)n1CC,i,i
Cc1cc(C)c(OCCOCCN2CCNCC2)c(C)c1,i,i
COC(=O)c1cc(OC)c(OC)cc1NC(=O)CSc1ccc(C)cc1,i,i
Cc1ccccc1NS(=O)(=O)c1ccc(C(=O)N2CCN(c3ccccc3O)CC2)cc1,i,i
Cc1ccc(S(=O)(=O)CCC(=O)Nc2cccc(C)c2)cc1,i,i
CC1CCCCN1C(=O)CSc1nc2ccccc2n1CC(=O)N1CCc2ccccc21 (stereo not given),i,i
COc1cc2ccccc2cc1C(=O)Nc1ccc(C)cc1,i,i
Cc1noc(C)c1S(=O)(=O)Nc1ccc(C(=O)N2CCc3ccccc3C2)cc1,i,i

Record cards, as listed above. Order of screens: CHT block, CHT allo act
Cc1ccccc1NS(=O)(=O)c1ccc(C(=O)N2CCN(c3ccccc3O)CC2)cc1 is listed with i, i
COC(=O)c1cc(OC)c(OC)cc1NC(=O)CSc1ccc(C)cc1 is listed with i, i

Carrying on.
Compound,CHT block,CHT allo act
O/N=C/c1cccn1-c1ccc(O)cc1,i,i
Clc1ccc(OCCCNCc2ccccc2)c2ccccc12,i,i
O=C(COc1ccc(OCc2ccccc2)cc1)NN=C1CCCC1,i,i
CCOC(=O)c1oc2ccccc2c1CSc1nnnn1-c1ccc(OC)cc1,i,i
CC(C)(C)C1=NN(C(=O)c2ccccc2)C(O)(C(C)(C)C)C1 (stereo not given),i,i
NC(=O)C1CCCNC1 (stereo not given),i,i
COC(=O)c1ccc(OC(C)C(=O)c2ccc(C)cc2)cc1 (stereo not given),i,i
Cc1ccc(C)c(S(=O)(=O)N2CCCOC2CNC(=O)C(=O)NCCc2ccccc2)c1 (stereo not given),i,i

Arranged by SMILES length (descending): some entries from above.
Compound,CHT block,CHT allo act
Cc1ccc(C)c(S(=O)(=O)N2CCCOC2CNC(=O)C(=O)NCCc2ccccc2)c1 (stereo not given),i,i
CC(C)(C)C1=NN(C(=O)c2ccccc2)C(O)(C(C)(C)C)C1 (stereo not given),i,i
CCOC(=O)c1oc2ccccc2c1CSc1nnnn1-c1ccc(OC)cc1,i,i
O=C(COc1ccc(OCc2ccccc2)cc1)NN=C1CCCC1,i,i
O/N=C/c1cccn1-c1ccc(O)cc1,i,i

Going on with the list.
Compound,CHT block,CHT allo act
O=Cc1coc2ccc3ccccc3c2c1=O,i,i
O=C1CCc2cc(S(=O)(=O)N3CCC(C(=O)Nc4nccs4)CC3)ccc2N1,i,i
Cc1ccccc1Sc1ccc(N)cn1,i,i
CCn1ccnc1CN1CCC(n2nccc2NC(=O)CCc2ccccc2)CC1,i,i
COC(=O)CN1C(=O)C(O)(CC(=O)c2ccc(Cl)cc2)c2ccccc21 (stereo not given),i,i
CC(C)(C)NC(=O)CN(Cc1cccnc1)C(=O)c1csnn1,i,i
CCC1CCCCN1C(=O)c1noc(C(C)C)c1[N+](=O)[O-] (stereo not given),i,i
Cc1cccc(NC(=O)COc2cccc3c2CCN(Cc2ccccc2)C3=O)c1C,i,i
CCc1onc(C)c1C(=O)Nc1cc(C)ccc1OC,i,i
CCOc1ccccc1NC(=O)c1ccc(OCC)c([N+](=O)[O-])c1,i,i
COC(=O)CCCC1=CC2=C(c3ccccc3)C(=O)C(C)(OC(=O)C3CCCC3)C(=O)C2=CN1CCc1ccccn1 (stereo not given),i,i
N/C(=N\OC(=O)CC1CCCCC1)c1ccc(Br)cc1,i,i
CCCN(CCC)c1cc(Cl)nc(N)n1,i,i
COc1ccc(CNC(=O)CN(C)S(=O)(=O)c2ccc(Br)s2)cc1,i,i
O=C(CCCN=C1NS(=O)(=O)c2ccccc21)OCC(=O)c1ccccc1Cl,i,i
Cc1ccccc1N1CCN(C(=O)c2ccccc2NC(=O)/C=C\C(=O)O)CC1,i,i
C=CC(COCc1ccccc1)N(C(=O)OC(C)(C)C)S(=O)(=O)c1ccccc1Br (stereo not given),i,i
COc1cccc(CNC(=O)CSCc2cnn(-c3ccccc3)c2-n2cccc2)c1OC,i,i
COc1ccccc1CN1CC(C(=O)NCCSc2nnnn2C)CCC1=O (stereo not given),i,i
N/C(=N\c1nc2ccccc2o1)NC(=O)c1cccc(Cl)c1,i,i
CCOC(=O)CCCCC(=O)c1[nH]c(=O)[nH]c1CSc1nc2ccccc2[nH]1,i,i
Cc1nn(CCc2n[nH]c(=S)n2C)c(C)c1Br,i,i
COc1ccc(S(=O)(=O)N2CCCC2C(=O)Nc2ccc(O)cc2)cc1 (stereo not given),i,i
Cc1ccc(-n2c(-c3nn(C)c(C)c3Cl)n[nH]c2=S)cc1,i,i
CCOC(=O)C1=NN(C(=O)Nc2cccc(C(F)(F)F)c2)C2C(=O)N(c3cccc(C(F)(F)F)c3)C(=O)C12 (stereo not given),i,i
COc1ccc(Cc2noc(CN3CCNC(=O)CC3)n2)cc1OC,i,i
C/C(=N\N=C1\NC(=O)CS1)c1cccs1,i,i
COc1ccccc1C(=O)NCc1ccccn1,i,i
COc1ccc(Nc2nc(Cl)nc(Nc3ccc(OC)cc3OC)n2)c(OC)c1,i,i
c1ccc(-c2noc(CC3CCCCC3)n2)cc1,i,i
COc1ccc(C2NC(=O)c3n[nH]c(C)c32)c(OC)c1 (stereo not given),i,i
COc1ccccc1/C=N/Nc1cc(C)nc2ccc(C)cc12,i,i
COCCNC(=S)N(CCc1c(C)[nH]c2ccc(OC)cc12)Cc1cccnc1,i,i
C=CCN1C(=O)C2C3CC(=O)C(c4ccccc43)C2C1=O (stereo not given),i,i
Cc1ccc(C(C(=O)Nc2ccc3c(c2)OCO3)N(C)C(=O)/C=C\c2ccc3c(c2)OCO3)cc1 (stereo not given),i,i
CCOc1ccccc1NC(=O)CSc1nnnn1-c1ccc(C(=O)OC)cc1,i,i
Cc1cccc(OCC(=O)O/N=C(\N)Cc2cccs2)c1,i,i
CCOC(=O)N/N=C(/c1ccccc1)C1CCCCC1,i,i
CCOc1ccc(Br)cc1S(=O)(=O)NCCN(C)C,i,i
Cc1ccnc(NC(=O)c2ccc([N+](=O)[O-])s2)c1,i,i
Cc1cc(O)c(C(C)C)cc1N=Nc1ccccc1C(=O)O,i,i
CN1CCN(/C=N/c2c(C#N)cnn2C)CC1,i,i
O=C(O)C1CC(=O)N(CCc2ccccc2)C1 (stereo not given),i,i
Cc1[nH]nc(SCC(=O)NCC(C)C)c1[N+](=O)[O-],i,i
CCCCOc1ccc(-c2ncc(N)cn2)cc1,i,i
Cc1ccc2c(c1)N(CCCC(=O)NCCCN1CCCC1=O)C(=O)CO2,i,i
O=C(NCCCn1ccnc1)c1cn(-c2ccccc2)nc1-c1ccc(F)cc1,-6.9*,i
Cc1ccc(C)c(N(C(=O)Cc2cccs2)C(C(=O)NC2CCCC2)c2ccc(C)o2)c1 (stereo not given),i,i
O=C(Cc1ccccc1)Nc1cccc(NC(=O)c2cccs2)c1,i,i
N#CC(c1ccccc1)(c1ncc(C(F)(F)F)cc1Cl)N1CCOCC1 (stereo not given),i,i
COc1cccc(C(=O)OCC(=O)Nc2ccccc2N2CCOCC2)c1,i,i
CCOC(=O)CC(=O)CSc1nnc2sc3ccccc3n12,i,i
COc1ccc(C(=O)COC(=O)COc2cccc3c2OC(C)(C)C3)c(OC)c1,i,i
CS(=O)(=O)N1CCCC(C(=O)Nc2cccc(F)c2)C1 (stereo not given),i,i
COC(=O)CSc1[nH]c2ccc(Br)cc2c1[N+](=O)[O-],i,i
COc1c(Cl)cc(Cl)cc1/C=N/n1cnnc1,i,i

More results.
Compound,CHT block,CHT allo act
C=CCSC1=C(C#N)C(c2cccc(OC)c2)CC(=O)N1 (stereo not given),i,i
CCNC(=S)N/N=C(\C)c1ccc2ccccc2c1OC(F)F,i,i
CN1CCN(CCOc2ccc(Cl)c(Cl)c2)CC1,i,i
NC(=O)COc1ccc(C(=O)/C=C2/C(=O)Nc3ccccc32)cc1,i,i
Cc1ccc(NC(=O)CCCC2CCCCC2)c(O)c1,i,i
Cc1cc(C)n2c(SCc3c(C)noc3C)nnc2n1,i,i
COCCN(C(=O)COC(=O)CCc1c[nH]c2ccccc12)c1c(N)n(Cc2ccccc2)c(=O)[nH]c1=O,i,i
N#Cc1ccccc1NC(=O)CSc1nccn1CCc1ccccc1,i,i
Cc1ccc(C(=O)/C=C/c2cc(C#N)n(C)c2C)cc1,i,i
O=C(CNc1ccccc1C(=O)O)c1ccccc1,i,i
Cc1ccc(S(=O)(=O)N(C)C)cc1NC(=O)c1cncc(Br)c1,i,i
CCCCOC(=O)/C=C/c1ccc(OC(=O)OC)c(OC(=O)OC)c1,i,i
COc1cccc(C2N(Cc3ccccc3)C(=O)C2(F)F)c1OC (stereo not given),i,i
COc1cc(OC)cc(C(=O)NC2CC(C)(C)NC(C)(C)C2)c1,i,i
O=C(CN1CCC(NC(=O)Nc2ccc(F)cc2)CC1)Nc1ccccc1[N+](=O)[O-],i,i
CCOC(=O)C1C(c2ccc(O)cc2)NC(=O)NC1(O)C(F)(F)F (stereo not given),i,i
O=C1CSC(c2ccc(Cl)cc2)N1 (stereo not given),i,i
CC(C)NC(=O)c1ccccc1NC(=O)C1COc2ccccc2O1 (stereo not given),i,i
Cc1ccc(-n2c(Cn3ncc4ccccc4c3=O)n[nH]c2=S)cc1,i,i
CN(C)c1ccc(C(=O)OCC(=O)NCCC2=CCCCC2)cc1,i,i
Oc1ccc(Nc2nc(-c3ccccc3)nc3ccccc23)cc1,i,i
NNC(=O)CSCc1nc(-c2ccc(Cl)cc2)cs1,i,i
CC(C)(C)NC(=O)NC(=O)COc1ccccc1C#N,i,i
COc1ccc(CN2CCNC(=O)C2CC(=O)NC2CCOCC2)c(F)c1 (stereo not given),i,i
CC(=O)NC12CC3CC(C1)CC(C(=O)N(C)Cc1cccc(Cl)c1Cl)(C3)C2,i,i
COCCn1c(-c2cccs2)csc1=Nc1cccnc1,i,i
CC(NC(=O)c1ccccc1F)c1nnc(SCC(=O)NC2CCCC2)n1C (stereo not given),i,i
O=S(=O)(Nc1ncnc2sc3c(c12)CCC3)c1ccc(Cl)s1,i,i
COc1ccc(CN(CC(=O)NC2CCCC2)C(=O)c2ccc(-c3ccccc3)[nH]2)cc1,i,i
O=C(CN1CCc2cc3c(cc2C1)OCCCO3)Nc1c(F)cccc1F,i,i
Cc1ccc(C2=NS(=O)(=O)N(C)C(C(=O)N3CCOCC3)=C2)cc1,i,i
COc1ccc(NC(=O)COC(=O)[C@@H](NC(=O)c2c(F)cccc2F)C(C)C)cc1,i,i
